NCI-60 one-dose screen, 48 h, at 10 µM unless noted. Numbers give growth in % (100 = growth as untreated, 0 = no growth, -100 = all killed).
UO-31 = UO-31 renal cancer; 81,000 compounds, 5.2% hits; AID 1794768
SN12C = SN12C renal cancer cells. 81,000 compounds, 3.8% hits
IGROV1 = IGROV1 ovarian cancer; 79,000 compounds, 4.7% hits
TK-10 = TK-10 renal cancer cells; AID 1794769; 81,000 compounds, 3.9% hits
786-0 = 786-0 renal cancer cells; AID 1794775; 81,000 compounds, 5.1% hits
CAKI-1 = CAKI-1 renal cancer; AID 1794772; 75,000 compounds, 4.7% hits
NCI/ADR-RES = NCI/ADR-RES ovarian cells. AID 1794790. 81,000 compounds, 4.4% hits
ACHN = ACHN renal cancer | 81,000 compounds, 4.9% hits
An asterisk follows results filed as active; & = joins results of further samples. The calls were made as follows: active = growth percent below 10; inactive = the rest.

What do the screens show for `CC(C)(C)OC(=O)NC(Cc1ccc(OCc2ccccc2)cc1)C(=O)ON1C(=O)CCC1=O` (configuration not stated)?
UO-31: 91; SN12C: 102; IGROV1: 97; TK-10: 112; 786-0: 100; CAKI-1: 86; NCI/ADR-RES: 101; ACHN: 97

What do the screens show for `COc1ccc([N+](=O)[O-])cc1F`?
UO-31: 83; SN12C: 94; IGROV1: 113; TK-10: 103; 786-0: 103; CAKI-1: 105; NCI/ADR-RES: 100; ACHN: 101

Results for CN(C)C(=O)c1ccccc1NC(=O)c1ccccc1[N+](=O)[O-] ?
UO-31: 84; SN12C: 88; IGROV1: 86; TK-10: 114; 786-0: 105; CAKI-1: 92; NCI/ADR-RES: 98; ACHN: 91

What do the screens show for `COc1ccc(Nc2nc3ccc(NC(=O)Nc4cccc(Cl)c4)cc3[nH]c2=O)cc1`?
UO-31: 78; SN12C: 99; IGROV1: 107; TK-10: 122; 786-0: 89; CAKI-1: 95; NCI/ADR-RES: 100; ACHN: 118

Results for CS(=O)(=O)N1CCN(c2nc(-c3ccccc3)nc3nc(-c4ccccc4)oc23)CC1 ?
UO-31: 87; SN12C: 103; IGROV1: 108; TK-10: 117; 786-0: 105; CAKI-1: 108; NCI/ADR-RES: 109; ACHN: 113

How did O=S(=O)(NCCCNc1cc(-c2cn(-c3ccccc3)nc2-c2ccccc2)ccn1)c1ccc(Br)cc1 do in these assays?
UO-31: 45; SN12C: 83; IGROV1: 68; TK-10: 78; 786-0: 57; CAKI-1: 63; NCI/ADR-RES: 61; ACHN: 77

Results for COc1cc(/C=N/N2CCCCCC2)cc(I)c1O ?
UO-31: 67; SN12C: 106; IGROV1: 91; TK-10: 110; 786-0: 102; CAKI-1: 97; NCI/ADR-RES: 97; ACHN: 90

How did Cc1[nH]c(C2CC(c3cccs3)=NN2c2ccc(Cl)cc2)c(C)c1C(=O)NCC(F)(F)F (configuration not stated) do in these assays?
UO-31: 77; SN12C: 96; IGROV1: 91; TK-10: 114; 786-0: 89; CAKI-1: 79; NCI/ADR-RES: 103; ACHN: 104

Results for O=C(N/N=C/c1ccc([N+](=O)[O-])s1)c1[nH]c2ccc(Br)cc2c1-c1ccccc1 ?
UO-31: 47; SN12C: 18; IGROV1: 24; TK-10: 83; 786-0: 9.9*; CAKI-1: 24; NCI/ADR-RES: 17; ACHN: 13

How did Cc1ccc([N+](=O)[O-])cc1NC(=O)Nc1ccc(S(N)(=O)=O)cc1 do in these assays?
UO-31: 130; SN12C: 101; IGROV1: 299; TK-10: 101; 786-0: 94; CAKI-1: 77; NCI/ADR-RES: 100; ACHN: 104

What do the screens show for `O=C1OC2C(I)C3C(C4CCCCC4)C1C23` (configuration not stated)?
UO-31: 84; SN12C: 100; IGROV1: 114; TK-10: 108; 786-0: 97; CAKI-1: 93; NCI/ADR-RES: 100; ACHN: 115

How did Cc1c2c(c(C)c3c1oc1cc(O)ccc13)C(=O)N(N)C2=O do in these assays?
UO-31: 41; SN12C: 54; IGROV1: 45; TK-10: 79; 786-0: 63; CAKI-1: 52; NCI/ADR-RES: 71; ACHN: 36

Results for COc1cccc(-c2nn(C(C)(C)C)cc2-c2ccnc(NCCCNS(=O)(=O)c3ccc(Cl)cc3)c2)c1 ?
UO-31: 57&88; SN12C: 86&104; IGROV1: 75&106; TK-10: 111&101; 786-0: 84&106; CAKI-1: 83&95; NCI/ADR-RES: 80&103; ACHN: 89&106

How did COc1nc(NC=O)cc(=O)[nH]1 do in these assays?
UO-31: 86; SN12C: 101; IGROV1: 106; 786-0: 103; CAKI-1: 108; NCI/ADR-RES: 114; ACHN: 113

What do the screens show for `COc1ccc([C@H]2[C@H](O)C(=O)N2c2cc(OC)c(OC)c(OC)c2)cc1Cl`?
UO-31: 33; SN12C: 22; IGROV1: 23; TK-10: 85; 786-0: 22; CAKI-1: 31; NCI/ADR-RES: -11*; ACHN: 27

How did O=C(Nc1ccccc1C1=NCC(CO)O1)c1ccccc1 (configuration not stated) do in these assays?
UO-31: 98; SN12C: 97; IGROV1: 108; TK-10: 92; 786-0: 82; CAKI-1: 100; NCI/ADR-RES: 109; ACHN: 105

What do the screens show for `O=C1CC(c2ccc(F)c(F)c2)c2snc(C(=O)O)c2N1` (configuration not stated)?
UO-31: 86; SN12C: 98; IGROV1: 103; TK-10: 109; 786-0: 104; CAKI-1: 92; NCI/ADR-RES: 103; ACHN: 103

What do the screens show for `CN=c1ccc2nc3ccc(N)cc3sc-2c1`?
UO-31: 61; SN12C: 17; IGROV1: 22; TK-10: 49; 786-0: 49; CAKI-1: 28; NCI/ADR-RES: 5.3*; ACHN: 42

Results for C=C(C)C1CCC(C(=O)O)CC1 (configuration not stated) ?
UO-31: 104; SN12C: 104; IGROV1: 124; TK-10: 104; 786-0: 90; CAKI-1: 95; NCI/ADR-RES: 114; ACHN: 95

What do the screens show for `CCOC(=O)c1[nH]cc(C(=O)c2ccc(OC)cc2)c1-c1ccc(OC)cc1`?
UO-31: 76; SN12C: 108; IGROV1: 92; TK-10: 97; 786-0: 88; CAKI-1: 78; NCI/ADR-RES: 93; ACHN: 100

Results for Cc1ccc(C)n1-c1ccc(Cl)cc1 ?
UO-31: 81; SN12C: 99; IGROV1: 28; TK-10: 170; 786-0: 96; CAKI-1: 92; NCI/ADR-RES: 105; ACHN: 96

Results for COc1cc2nnn(-c3ccncc3)c2cc1OC ?
UO-31: 97; SN12C: 104; IGROV1: 120; TK-10: 109; 786-0: 98; CAKI-1: 104; NCI/ADR-RES: 103; ACHN: 96

Results for CNC(=O)Sc1cccc(C)c1 ?
UO-31: 90; SN12C: 114; IGROV1: 108; TK-10: 112; 786-0: 103; CAKI-1: 99; NCI/ADR-RES: 113; ACHN: 102

What do the screens show for `O=C(O)c1ccc(-n2cc(CNc3cc(Br)cc(C(F)(F)F)c3)c(-c3ccc(F)cc3)n2)cc1`?
UO-31: 75; SN12C: 91; IGROV1: 87; TK-10: 104; 786-0: 79; CAKI-1: 86; NCI/ADR-RES: 81; ACHN: 79

A draw from above in order of length of the SMILES, smallest number first:
Results for CNC(=O)Sc1cccc(C)c1 ?
UO-31: 90; SN12C: 114; IGROV1: 108; TK-10: 112; 786-0: 103; CAKI-1: 99; NCI/ADR-RES: 113; ACHN: 102

Results for COc1cc2nnn(-c3ccncc3)c2cc1OC ?
UO-31: 97; SN12C: 104; IGROV1: 120; TK-10: 109; 786-0: 98; CAKI-1: 104; NCI/ADR-RES: 103; ACHN: 96

What do the screens show for `CCOC(=O)c1[nH]cc(C(=O)c2ccc(OC)cc2)c1-c1ccc(OC)cc1`?
UO-31: 76; SN12C: 108; IGROV1: 92; TK-10: 97; 786-0: 88; CAKI-1: 78; NCI/ADR-RES: 93; ACHN: 100

What do the screens show for `O=C(O)c1ccc(-n2cc(CNc3cc(Br)cc(C(F)(F)F)c3)c(-c3ccc(F)cc3)n2)cc1`?
UO-31: 75; SN12C: 91; IGROV1: 87; TK-10: 104; 786-0: 79; CAKI-1: 86; NCI/ADR-RES: 81; ACHN: 79

Results for COc1cccc(-c2nn(C(C)(C)C)cc2-c2ccnc(NCCCNS(=O)(=O)c3ccc(Cl)cc3)c2)c1 ?
UO-31: 57&88; SN12C: 86&104; IGROV1: 75&106; TK-10: 111&101; 786-0: 84&106; CAKI-1: 83&95; NCI/ADR-RES: 80&103; ACHN: 89&106

More results
What do the screens show for `CC(C)=NNc1ccc([N+](=O)[O-])cc1[N+](=O)[O-]`?
UO-31: 61; SN12C: 84; IGROV1: 124; TK-10: 97; 786-0: 94; CAKI-1: 54; NCI/ADR-RES: 93; ACHN: 65

Results for COc1cc(/C=C/C(=O)c2cc(OC)c(OC)c(OC)c2)ccc1OCc1ccc(Cl)cc1 ?
UO-31: 105; SN12C: 109; IGROV1: 111; TK-10: 113; 786-0: 104; CAKI-1: 108; NCI/ADR-RES: 107; ACHN: 114

Results for COc1cc(C2C3CSCN3[C@@]3(C(=O)Nc4ccccc43)C2C(=O)c2nc3ccccc3[nH]2)cc(OC)c1OC (some centres not stated) ?
UO-31: 87; SN12C: 99; IGROV1: 96; TK-10: 104; 786-0: 99; CAKI-1: 93; NCI/ADR-RES: 104; ACHN: 107

Results for CCCCCCCCCCCCCCCCNC(=O)OC(C)C ?
SN12C: 64; TK-10: -3.0*; 786-0: 84; CAKI-1: 29; NCI/ADR-RES: 66

Results for O=C(c1cccnc1)N(Cc1ccccc1)C(=O)c1cccnc1 ?
UO-31: 96; SN12C: 107; IGROV1: 107; TK-10: 112; 786-0: 118; CAKI-1: 99; NCI/ADR-RES: 106; ACHN: 106

How did COc1ccc2cc(C(C)C(=O)Nc3ccc(S(=O)(=O)NC(C)=O)cc3)ccc2c1 (configuration not stated) do in these assays?
UO-31: 81; SN12C: 100; IGROV1: 103; TK-10: 108; 786-0: 108; CAKI-1: 91; NCI/ADR-RES: 109; ACHN: 99

Results for Cc1cc(S(=O)(=O)N(C)C)cc(NCC(=O)NC(=O)NCC(C)C)c1C ?
UO-31: 57; SN12C: 88; IGROV1: 77; TK-10: 68; 786-0: 91; CAKI-1: 64; NCI/ADR-RES: 114; ACHN: 94

How did C#CCNC(=O)CCC(=O)OC[C@]12CC[C@@H](C)[C@H](C)[C@H]1C1=CC[C@@H]3[C@@]4(C)CCCNC(C)(C)[C@@H]4CC[C@@]3(C)[C@]1(C)CC2 do in these assays?
UO-31: 57; SN12C: 81; IGROV1: 77; TK-10: 99; 786-0: 86; CAKI-1: 67; NCI/ADR-RES: 93; ACHN: 78

What do the screens show for `NS(=O)(=O)c1ccc(Nc2nc(SCC(=O)c3ccccc3)nc3ccccc23)cc1`?
UO-31: 89; SN12C: 49; IGROV1: 83; 786-0: 74; CAKI-1: 68; NCI/ADR-RES: 95; ACHN: 91

How did CC1(C)C(N)=Nc2cc(OCCCN3Cc4ccccc4C3)c(OCC3CC3)cc21 do in these assays?
UO-31: 59; SN12C: 85; IGROV1: 80; TK-10: 81; 786-0: 64; CAKI-1: 53; NCI/ADR-RES: 93; ACHN: 97

How did CC(C)Sc1nc(NCCc2c[nH]c3ccccc23)c(C#N)c(-c2ccc(F)cc2)n1 do in these assays?
UO-31: 45; IGROV1: 90; TK-10: 96; 786-0: 14; CAKI-1: 43; NCI/ADR-RES: 30; ACHN: 52

What do the screens show for `CC(=O)Nc1ccc2c(c1)CN1C(=O)c3ccccc3C1=N2`?
UO-31: 87; SN12C: 97; IGROV1: 101; 786-0: 98; CAKI-1: 104; NCI/ADR-RES: 105; ACHN: 103

How did O=S(=O)(c1ccccc1)n1cc2c(c1)-c1nc(Nc3ncccn3)sc1CC2 do in these assays?
UO-31: 41; SN12C: 57; IGROV1: 70; TK-10: 64; 786-0: 18; CAKI-1: 67; NCI/ADR-RES: 53; ACHN: 23

How did CCN(CC)S(=O)(=O)c1ccccc1 do in these assays?
UO-31: 92; SN12C: 105; IGROV1: 109; TK-10: 97; 786-0: 95; CAKI-1: 96; NCI/ADR-RES: 100; ACHN: 116

What do the screens show for `c1ccc(-c2n(Cc3ccc4ccccc4n3)cc[n+]2Cc2ccc3ccccc3n2)cc1`?
UO-31: 77; SN12C: 22; IGROV1: 34; TK-10: 59; 786-0: 78; NCI/ADR-RES: 105; ACHN: 97

How did Cc1cnc(NC(=O)C2=C(O)c3ccccc3S(=O)(=O)N2C)s1 do in these assays?
UO-31: 80; SN12C: 114; IGROV1: 105; TK-10: 101; 786-0: 103; CAKI-1: 96; NCI/ADR-RES: 107; ACHN: 102

Results for O=C(OCC1COC(c2ccccc2)(c2ccccc2)O1)c1ccccc1 (configuration not stated) ?
UO-31: 86; SN12C: 104; IGROV1: 112; TK-10: 108; 786-0: 104; CAKI-1: 106; NCI/ADR-RES: 97; ACHN: 101

Results for CCCCC(CC)CN/C(C)=C/C(C)=O (configuration not stated) ?
UO-31: 99; SN12C: 96; IGROV1: 134; TK-10: 115; 786-0: 101; CAKI-1: 91; NCI/ADR-RES: 130; ACHN: 108

What do the screens show for `c1ccc(CCc2ccncc2)cc1`?
UO-31: 101; SN12C: 105; IGROV1: 142; TK-10: 81; 786-0: 105; CAKI-1: 75; NCI/ADR-RES: 107; ACHN: 99

High-throughput results (PubChem BioAssay)
